NCI-60 one-dose screen, 48 h, at 10 µM unless noted. Numbers give growth in % (100 = growth as untreated, 0 = no growth, -100 = all killed).
SK-MEL-5: SK-MEL-5 melanoma. 6.4% of 80,000 active. AID 1794755
LOX IMVI: LOX IMVI melanoma. 7.4% of 79,000 active. AID 1794757
MDA-MB-435: MDA-MB-435 melanoma; AID 1794794; 7.8% of 82,000 active
SK-MEL-2: SK-MEL-2 melanoma; 4.7% of 77,000 active; AID 1794763
MALME-3M: MALME-3M melanoma; 5.8% of 78,000 active
UACC-62: UACC-62 melanoma. 5.4% of 81,000 active. AID 1794756
SK-MEL-28: SK-MEL-28 melanoma; 4.1% of 81,000 active
UACC-257: UACC-257 melanoma | 4.4% of 78,000 active | AID 1794764
* hit, by the source's call; · = not tested or not shown; & = joins results of further samples. How the source made its calls: active means growth percent below 10; inactive means the rest.

Preview, 3 compounds:
SMILES | SK-MEL-5 | LOX IMVI | MDA-MB-435 | SK-MEL-2 | MALME-3M | UACC-62 | SK-MEL-28 | UACC-257
O=C1NC(=O)C(=Cc2cn(Cc3cn(Cc4cccc5ccccc45)nn3)c3ccccc23)C(=O)N1 | 58 | 84 | 89 | 94 | 88 | 59 | 101 | 88
O=C(Nc1cccc(-c2nc3ccccc3c(=O)[nH]2)c1)c1cccnc1 | 84 | 91 | 92 | 90 | 95 | 76 | 102 | 86
COc1ccc2c(c1)N=C(C(=O)O)/C2=C/c1sc(=S)[nH]c1O | 73 | 59 | 28 | 97 | 80 | 66 | 89 | 101

All compounds of this part (from the top)
SMILES | SK-MEL-5 | LOX IMVI | MDA-MB-435 | SK-MEL-2 | MALME-3M | UACC-62 | SK-MEL-28 | UACC-257
O=C1NC(=O)C(=Cc2cn(Cc3cn(Cc4cccc5ccccc45)nn3)c3ccccc23)C(=O)N1 | 58 | 84 | 89 | 94 | 88 | 59 | 101 | 88
O=C(Nc1cccc(-c2nc3ccccc3c(=O)[nH]2)c1)c1cccnc1 | 84 | 91 | 92 | 90 | 95 | 76 | 102 | 86
COc1ccc2c(c1)N=C(C(=O)O)/C2=C/c1sc(=S)[nH]c1O | 73 | 59 | 28 | 97 | 80 | 66 | 89 | 101
NC(=S)N1N=C(c2ccccc2)CC1c1cn(-c2ccccc2)nc1-c1ccc(OCc2ccccc2)cc1 (configuration not stated) | 99 | 99 | 109 | 90 | 101 | 86 | 112 | 93
N#CC12CC(O)(CC(c3ccccc3)C1(C#N)C#N)NC2=O (configuration not stated) | 102 | 96 | 118 | · | 101 | 109 | 112 | 99
Cc1ccc(Cn2c(O)c(N=NC(=O)c3ccc(S(N)(=O)=O)cc3)c3ccccc32)cc1 | 99 | 103 | 102 | 109 | 97 | 87 | 106 | 98
CCOC(=O)c1ccc2n1CCCc1cnc(NC(C)=O)nc1-2 | 100 | 100 | 102 | 102 | 110 | 94 | 99 | 115
O=C(O)c1cn(C2CC2)c2cc(N3CCN(C(=O)CSc4nnc(-c5ccc(Cl)cc5)n4-c4ccccc4)CC3)c(F)cc2c1=O | 99 | 72 | 102 | 104 | 114 | 91 | 109 | 96
Cc1ccc(N2C(=O)CCC2=O)cc1 | 100 | 102 | 102 | 85 | 108 | 98 | 105 | 109
CCN(CC)CCCN1C(=O)c2c(c(C)c3c(oc4ccc(OC)cc43)c2C)C1=O | 75 | 97 | 109 | 108 | 97 | 102 | 94 | 103
COc1cc(CNC(=O)/C=C/c2ccccc2)ccc1OCc1cn(-c2ccc(C)c(C)c2)nn1 | 99 | 98 | 101 | 102 | 96 | 96 | 100 | 99
COc1ccc(/C=C2\SC(=NCc3ccco3)NC2=O)cc1 | 95 | · | 86 | 103 | 86 | 79 | 93 | 91
COc1ccc2c(c1)sc1nc(-c3ccc(Br)cc3)cn12 | 76 | 99 | 103 | 106 | 109 | 86 | 112 | 101
COc1ccc(-c2cc(-c3c(C)nn(-c4ccccc4)c3Cl)cc(-c3ccc(OC)cc3)n2)cc1 | 98 | 95 | 106 | 92 | 101 | 102 | 106 | 110
CN(Cc1cnc2nc(N)nc(N)c2n1)c1c(Cl)cc(C(=O)NC(CCC(=O)O)C(=O)O)cc1Br (configuration not stated) | 24 | 20 | 42 | 59 | 104 | 28 | 52 | 54
CCOc1ccc(N=Nc2ccc(/C=C/c3ccc(N=Nc4ccc(OCC)cc4)cc3S(=O)(=O)O)c(S(=O)(=O)O)c2)cc1 | 101&101 | 101&103 | 103&104 | 96 | 98&111 | 99&103 | 99&107 | 98&106
COc1ccc(CC2c3cc(OC)c(OC)cc3CC[N+]2(C)CCC(=O)OCCCCCOC(=O)CC[N+]2(C)CCc3cc(OC)c(OC)cc3C2Cc2ccc(OC)c(OC)c2)cc1OC (configuration not stated) | 87 | 81 | 97 | 99 | 100 | 93 | 100 | 100
CCOc1ccc(NC2=C(Cl)C(=O)c3nc(C)ccc3C2=O)cc1 | -99* | -76* | -84* | -50* | -91* | -43* | 8.9* | -89*
CCCCC/C(=C(\C#N)C(=O)OCC)c1ccccc1 | 98 | 96 | 111 | 125 | 123 | 108 | 115 | 97
CCCCCC#Cc1ccc(C(=O)c2c(CCCC)oc3ccc([N+](=O)[O-])cc23)cc1 | 93 | 90 | 91 | 109 | 89 | 71 | 104 | 100
Cc1nc(Nc2nc(-c3ccncc3)nc(C(Cl)(Cl)Cl)n2)sc1C | 100 | · | 103 | 115 | 96 | 99 | 106 | 109
Cc1cc(N=C2NC(=O)/C(=C/c3ccco3)S2)no1 | 105 | 97 | 107 | 108 | 92 | 97 | 107 | 93
O=C(O)C(CCCc1ccccc1)C(=O)O | 104 | 110 | 114 | 105 | 116 | 117 | 108 | 104
NS(=O)(=O)c1cc2c(cc1Cl)NC=NS2(=O)=O | 107 | 100 | 102 | 103 | 103 | 103 | 108 | 104
O=C1NN(C(=S)N/N=C/c2ccc(Cl)cc2)C(=O)C2C=CC=CC12 (configuration not stated) | 65 | 57 | 91 | 112 | 84 | 34 | 88 | 87
O=C1CSC(=S)N1CCc1ccccc1 | · | 100 | 98 | · | 98 | 94 | 97 | 100
COc1ccc(C(CC(=O)O)c2c(C)n(-c3ccccc3)[nH]c2=O)cc1 (configuration not stated) | 100 | 101 | · | 106 | 97 | 96 | 107 | 97
C[N+](C)(C)CCOC(=O)CCC(=O)OCC[N+](C)(C)C | 105&112 | 98&96 | 109&106 | 109&102 | 109&103 | 103&99 | 118&107 | 112&96
O=C(O)c1ccccc1Nc1cccc2c1C(=O)c1cccc(Nc3ccccc3C(=O)O)c1C2=O | 73 | 91 | 97 | 103 | 91 | 78 | 103 | 108
Cn1ccnc1C(=O)/C=C/c1ccc(C(=O)Nc2ccccc2F)cc1 | 84 | -41* | 2.0* | 76 | 55 | 37 | 59 | 67
O=C(CN1CCN(c2cc(=O)n(-c3ccccc3)c3ccccc23)CC1)Nc1ccc(F)cc1 | 17 | 67 | 65 | 88 | · | 55 | 86 | 50
O=C(Nc1ccc(Br)cc1)C1(C(=O)Nc2ccc(Oc3ncnc4scc(Nc5n[nH]c(=S)s5)c34)cc2)CC1 | 99 | 62 | 106 | 104 | 97 | 87 | 106 | 106
CC(C)c1ccc(S(=O)(=O)Nc2sc3c(c2C#N)CCC(=O)C3)cc1 | 99 | 92 | 99 | 115 | 102 | 87 | 94 | 100
CC(C)Cc1ccc(C(C)C(=O)NCc2ccc(Cn3c(=O)sn(CCI)c3=O)cc2)cc1 (configuration not stated) | 76 | 94 | 97 | 95 | 98 | 97 | 108 | 82
O=C1/C(=C\C=C/c2ccccc2)SC(=S)N1CCc1ccc(O)cc1 | 97 | · | 101 | 110 | 91 | 86 | 100 | 103
CCCCCCCCCOC(=O)NC1c2ccccc2Oc2ccccc21 | 98 | 82 | 95 | 110 | 107 | 82 | 95 | 97

Full records, looked up by structure. Values in the order: SK-MEL-5 | LOX IMVI | MDA-MB-435 | SK-MEL-2 | MALME-3M | UACC-62 | SK-MEL-28 | UACC-257
Cc1ccc(Cn2c(O)c(N=NC(=O)c3ccc(S(N)(=O)=O)cc3)c3ccccc32)cc1 across the screens: 99 | 103 | 102 | 109 | 97 | 87 | 106 | 98
CCOC(=O)c1ccc2n1CCCc1cnc(NC(C)=O)nc1-2 across the screens: 100 | 100 | 102 | 102 | 110 | 94 | 99 | 115
CC(C)Cc1ccc(C(C)C(=O)NCc2ccc(Cn3c(=O)sn(CCI)c3=O)cc2)cc1 (configuration not stated) across the screens: 76 | 94 | 97 | 95 | 98 | 97 | 108 | 82
COc1ccc2c(c1)N=C(C(=O)O)/C2=C/c1sc(=S)[nH]c1O across the screens: 73 | 59 | 28 | 97 | 80 | 66 | 89 | 101
CCCCC/C(=C(\C#N)C(=O)OCC)c1ccccc1 across the screens: 98 | 96 | 111 | 125 | 123 | 108 | 115 | 97

Returning to the listing, repeating the 2 entries before the break.
SMILES | SK-MEL-5 | LOX IMVI | MDA-MB-435 | SK-MEL-2 | MALME-3M | UACC-62 | SK-MEL-28 | UACC-257
O=C1/C(=C\C=C/c2ccccc2)SC(=S)N1CCc1ccc(O)cc1 | 97 | · | 101 | 110 | 91 | 86 | 100 | 103
CCCCCCCCCOC(=O)NC1c2ccccc2Oc2ccccc21 | 98 | 82 | 95 | 110 | 107 | 82 | 95 | 97
CCn1cc(C(=O)O)c(=O)c2cc(F)c(N3CCN(CC(=O)Nc4ccc(OC)cc4)C(C)C3)c(F)c21 (configuration not stated) | 103 | 86 | 94 | 104 | 96 | 87 | 94 | 101
CC(=O)OCC1OC(n2ccc(=S)[nH]c2=O)C(OC(C)=O)C1OC(C)=O (configuration not stated) | 113 | 87 | · | 117 | 112 | 109 | 107 | 109
CC(=O)C(C)Cc1cc2c(cc1C)C(C)(C)CCC2(C)C (configuration not stated) | 103 | 91 | 104 | 95 | 99 | 99 | 106 | 79
CC(=O)Oc1ccccc1C(=O)Oc1ccc(/C=C/c2cc(OC(=O)c3ccccc3OC(C)=O)cc(OC(=O)c3ccccc3OC(C)=O)c2)cc1 | 91 | 103 | 94 | 98 | 98 | 95 | 106 | 93
O=C(N/N=C/c1ccc(F)cc1)c1ccccc1Nc1cccc(C(F)(F)F)c1 | 109 | 87 | 100 | 114 | 111 | 101 | 91 | 105
Nc1c(C(=O)Nc2ccccc2C(F)(F)F)sc2nc3c(cc12)CCCC3 | 91 | 88 | 93 | 100 | 105 | 73 | 100 | 89
CCOC(=O)/C(O)=C1\CC=CC1=O | 104 | 107 | 109 | 99 | 103 | 102 | 101 | 103
CCOC(=O)c1c2ncccc2n2c(=O)n(-c3ccccc3)nnc12 | 92 | 88 | 108 | 113 | 111 | 89 | 125 | 90
C[C@]12CCC3c4ccc(OS(=O)(=O)O)cc4CCC3C1CCC2=O (some centres not stated) | · | 96 | 102 | 112 | 97 | 98 | 110 | 97
CC(=O)N1N=C(c2ccc(Cl)cc2)CC1c1c(C)nn(-c2ccccc2)c1N1CCOCC1 (configuration not stated) | 94 | 99 | 99 | 100 | 96 | 78 | 105 | 55
Cc1ccc(/C=N/NC(=O)c2ccc3cccc(O)c3n2)cc1 | 93 | 94 | 88 | 100 | 85 | 80 | 89 | 101
CC(=O)N1N=C(c2ccc3c(c2)OCO3)CC1c1ccccc1 (configuration not stated) | 105 | 100 | 103 | 103 | · | 99 | 142 | 104
Nc1ccccc1SC1CC(=O)N(c2ccccc2Cl)C1=O (configuration not stated) | 103 | 102 | 105 | 89 | 95 | 84 | 116 | 92
O=C1c2ccccc2NC(n2sc3ccccc3c2=O)N1c1ccc(Cl)cc1 (configuration not stated) | 99 | 84 | 92 | 106 | 84 | 92 | 99 | 84
C=C1C(=O)O[C@H]2[C@H]1CC/C(Cn1cc(Cn3ccc4cc(Cl)ccc43)nn1)=C\CC[C@@]1(C)O[C@@H]21 | 47 | -89* | 1.1* | 18 | -67* | 6.0* | -13* | 29
O=C(O)c1c(-c2ccccc2)cnc2ccccc12 | 105 | 97 | 100 | 108 | 120 | 100 | 101 | 95
C#CCN1CCOCC1 | 100 | 100 | 99 | 114 | 101 | 107 | 103 | 98
O=C(N/N=C\c1ccccc1Cl)c1ccncc1 | 104 | 110 | 107 | 102 | 93 | 98 | 108 | 109
O=c1c2c3c(sc2nc(SC2CCCC2)n1-c1ccc([N+](=O)[O-])cc1)CCCCC3 | 96 | 97 | 105 | 101 | 97 | 92 | 114 | 91
COc1cc2c(c(OC)c1OC)C(=O)CC(c1cccc(NC(=O)c3cccc(Cl)c3)c1)O2 (configuration not stated) | 64 | 87 | 70 | 72 | 92 | 60 | 101 | 89
CCc1nn2c(-c3cc(F)cc(F)c3)c(-c3cc(OC)c(OC)c(OC)c3)nc2s1 | 87 | 103 | 98 | 103 | 115 | 88 | 102 | 115
O=C1c2c(O)ccc(O)c2C(=O)c2c(O)ccc(O)c21 | 88 | 94 | 101 | 74 | 103 | 96 | 113 | 78
CC1SC(c2ccc(OCc3ccccc3)cc2)N(NC(=O)C(O)(c2ccccc2)c2ccccc2)C1=O (configuration not stated) | 95 | 59 | 58 | 74 | 72 | 64 | 78 | 78
CCCCNC(=S)NS(=O)(=O)c1ccc(CCN2C(=O)/C(=C/c3ccc(F)cc3)N=C2C)cc1 | 96 | 92 | 84 | 99 | 82 | 76 | 98 | 103
O=C(O)CNC(=O)c1cccc(N2C(=O)/C(=C/c3cccc(F)c3)SC2=S)c1 | 99 | 94 | 99 | 108 | 102 | 102 | 112 | 107
CC(C)(C)c1ccc(OCCCCCl)cc1 | 107 | 102 | 96 | 110 | 108 | 104 | 119 | 101
COc1ccc(C(=O)/C=C/c2sc(Cl)nc2Cl)cc1 | -39* | -50* | 16 | 40 | 32 | 59 | 53 | 73
Nc1nc(Cl)ncc1[N+](=O)[O-] | 112 | 96 | 106 | 97 | 97 | 111 | 111 | 98
COc1ccc(-c2cc(-c3nnc(SCC(=O)Nc4ccc(C(C)=O)cc4)o3)c3ccccc3n2)cc1OC | 73 | 93 | 95 | 90 | 100 | 81 | 114 | 76
Oc1c(I)cc(I)cc1CNCc1ccccn1 | 37 | 30 | 47 | 36 | 42 | 20 | 49 | 15
NCCCS | 109 | 100 | 104 | 101 | 102 | 108 | 116 | 104
Clc1cccc(Cl)c1Cn1c(-c2cncs2)nc2ccccc21 | 59 | 85 | 44 | 73 | 81 | 61 | 105 | 77
COC(=O)c1sc(-c2ccc(F)cc2)c2sc(N)nc12 | 97 | 91 | 55 | 82 | 97 | 83 | 93 | 105
Fc1cccc(COc2ccc(Nc3ncnc4onc(-c5ccccc5)c34)cc2)c1 | 19 | 23 | -55* | 36 | 41 | 24 | 55 | 55
